# BioA inh = M. tuberculosis BioA enzyme inhibitors, primary screen, biochemical, plate reader, single point, HTS; 7,8-diaminopelargonic acid synthase BioA (Mycobacterium tuberculosis); purified M. tuberculosis BioA enzyme; inhibition, % at 9.99 µM; hit rate 0.096% among 360,000; in the data active = inhibition above about 40%; inconclusive = no clear call, values can overlap the other calls
# FadD28 FP inh = inhibitors of FadD28 bisubstrate probe binding, primary screen, biochemical, fluorescence polarization, single point | Mycobacterium tuberculosis FadD28 fatty-acid-AMP ligase | hit rate 0.22% among 360,000 | inhibition, % at 12.5 µM | AID 588549, 2011; in the data active = inhibition above about 8.5%, passing the limit was not always enough; inconclusive = no clear call, values can overlap the other calls
# FBA Mtb inh = Mtb FBA enzyme inhibitors, primary screen, biochemical, fluorescence, strain H37Rv | AID 588726, 2011 | purified M. tuberculosis FBA, fluorescence read-out | inhibition, % at 1 µM | Fructose-bisphosphate aldolase (Mycobacterium tuberculosis (strain ATCC 25618 / H37Rv)), … | hit rate 2.3% among 360,000; in the data active = inhibition above about 27%;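 note: 0% = vehicle and 100% = reference inhibitor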
# Rv3671c inh = Rv3671c serine protease inhibitors, primary screen, biochemical, fluorescence polarization, M. tuberculosis H37Rv; P9WHR9; inhibition, % at 5.96 µM; hit rate 0.048% among 320,000; in the data active = inhibition above about 38%;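 note: extracellular domain of Rv3671c used as enzyme; 0% = enzyme with DMSO and 100% = no enzyme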
# Target sequence (P9WHR9 whole entry, looked up, the tested form may be a part): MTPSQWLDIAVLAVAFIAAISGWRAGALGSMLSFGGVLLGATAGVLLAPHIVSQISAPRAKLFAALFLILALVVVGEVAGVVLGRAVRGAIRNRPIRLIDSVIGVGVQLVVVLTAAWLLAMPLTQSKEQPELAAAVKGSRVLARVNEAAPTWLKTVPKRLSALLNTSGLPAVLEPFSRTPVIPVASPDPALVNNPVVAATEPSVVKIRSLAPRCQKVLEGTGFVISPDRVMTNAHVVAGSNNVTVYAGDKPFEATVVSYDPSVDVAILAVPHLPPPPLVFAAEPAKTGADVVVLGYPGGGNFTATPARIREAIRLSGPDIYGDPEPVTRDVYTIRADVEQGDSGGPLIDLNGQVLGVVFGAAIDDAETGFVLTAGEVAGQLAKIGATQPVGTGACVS
# BoNT-F LC inh = BoNT/F light chain protease inhibitors, primary screen, biochemical, flow cytometry, MLPCN library; Botulinum neurotoxin type F light chain protease (Clostridium botulinum); Multiplex microsphere protease cleavage assay; inhibition, % at 10 µM; hit rate 0.22% among 360,000; AID 588497, 2011; in the data active = inhibition above about 35%, passing the limit was not always enough; inconclusive = no clear call, values can overlap the other calls; note: plate controls were buffer without enzyme for full effect and enzyme alone for no effect
# Mtb UGM inh = M. tuberculosis UGM enzyme inhibitors, primary screen, biochemical, fluorescence polarization, single point; UDP-galactopyranose mutase (Mycobacterium tuberculosis (strain ATCC 25618 / H37Rv)), …; purified UGM, fluorescence polarization probe displacement; inhibition, % at 10 µM; hit rate 0.06% among 320,000; AID 504406, 2011; in the data active = inhibition above about 10%, passing the limit was not always enough; inconclusive = no clear call, values can overlap the other calls
# Target sequence (P9WIQ1 whole entry, looked up): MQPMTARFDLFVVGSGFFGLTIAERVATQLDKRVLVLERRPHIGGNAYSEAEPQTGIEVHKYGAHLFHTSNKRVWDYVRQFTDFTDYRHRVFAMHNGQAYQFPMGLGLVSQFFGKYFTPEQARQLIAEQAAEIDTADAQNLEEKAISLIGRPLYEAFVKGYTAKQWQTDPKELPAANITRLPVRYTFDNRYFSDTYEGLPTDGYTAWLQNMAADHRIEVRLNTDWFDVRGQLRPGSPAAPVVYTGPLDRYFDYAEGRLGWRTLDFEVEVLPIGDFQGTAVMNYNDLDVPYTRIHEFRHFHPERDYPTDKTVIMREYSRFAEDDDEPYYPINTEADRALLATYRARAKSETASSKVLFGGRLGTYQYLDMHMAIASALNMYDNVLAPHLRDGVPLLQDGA
# MazEF act = activators of E. coli MazEF toxin-antitoxin RNase, primary screen, biochemical, fluorescence, uHTS | FAM/BHQ RNA-DNA oligo cleavage fluorescence, 5 h | activation, % at 20 µM | hit rate 0.32% among 350,000 | AID 504720, 2011; in the data active = activation above about 50%
# Target sequence (P0AE70 whole entry, looked up): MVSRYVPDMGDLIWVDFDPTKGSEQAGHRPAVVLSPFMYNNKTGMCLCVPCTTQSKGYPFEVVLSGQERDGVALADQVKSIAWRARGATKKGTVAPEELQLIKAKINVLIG
# PrPC TRFRET = inhibitors of human cell surface prion protein PrPC, primary screen, cell-based, TR-FRET; Major prion protein (Homo sapiens), P04156; TR-FRET read-out; inhibition, % at 13.8 µM; hit rate 0.43% among 370,000; AID 720596, 2013; in the data active = inhibition above about 24%; note: 0% = median of the test wells and 100% = reference compound wells
# GDH-TPI counter = GDH-TPI coupling enzyme inhibitors, primary screen, artefact control for M. tuberculosis FBA inhibitor project, biochemical, absorbance, full deck; hit rate 1.2% among 360,000; inhibition, % at 4.8 µM; AID 588335, 2011; GDH-TPI coupled enzyme counterscreen, NADH absorbance; in the data active = inhibition above about 30%;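 note: 0% = DMSO wells and 100% = wells lacking the enzyme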
# The depositor's hits bear a star; u = inconclusive; x = no result given.
SMILES,BioA inh,FadD28 FP inh,FBA Mtb inh,Rv3671c inh,BoNT-F LC inh,Mtb UGM inh,MazEF act,PrPC TRFRET,GDH-TPI counter
COC(=O)C1CC(c2ccccc2)N(c2ccccc2)O1 (stereo unspecified),0.5,-0.6,0,x,1,x,2,-5,0
COc1ccccc1CC(=O)Nc1cccc(S(=O)(=O)N2CCOCC2)c1,1.7,-1.4,3,2,4,0.7,-18,3,3
O=C(CSc1nc2ccccc2c(=O)n1Cc1ccc(F)cc1)NCC1CCCO1 (stereo unspecified),-5.8,-1.3,2,4,-10,-2.7,2,6,-1
Cc1cc(Cl)ccc1OC(C)C(=O)N1CCCN(C(=O)C(C)Oc2ccc(Cl)cc2C)CC1 (stereo unspecified),-1.2,-4.4,0,-6,-30,0.8,-2,13,4
O=C1NCN(c2ccccc2)C12CCN(C(c1cccc3ccccc13)c1nnnn1C1CCCCC1)CC2 (stereo unspecified),-4.5,0.4,0,x,5,x,x,2,x
CCN(C(=O)COC(=O)c1ccc(O)cc1)c1cccc2ccccc12,x,-4.5,0,4,-1,2.5,5,0,1
Cc1ccc(Oc2cc(C#N)c(C#N)cc2-n2nnc3ccccc32)cc1C,2.3,0.4,-1,4,22,1.5,-3,x,-2
CCCn1c(NC(=O)CCS(=O)(=O)c2ccc(C)cc2)nc2ccccc21,-0.1,-3.7,2,11,-11,-3.4,-14,-2,2
COc1ccc(-c2cc(C(F)(F)F)nc(SCCC(=O)N3CCN4CCCC4C3)n2)cc1 (stereo unspecified),-0.2,-1.7,2,-11,33,3.3,3,2,13
CCCOC(=O)/C=C/c1c(C)[nH]c(=O)[nH]c1=O,0.2,-0.7,-5,-10,-6,0.4,3,4,13
CC1(C(=O)NC2CCCC2)CCC(=O)N1Cc1ccccc1Cl (stereo unspecified),6.0,-1.9,4,-5,-18,-1.0,4,-1,5
CCOC(=O)c1ccc(N(C(=O)c2cnccn2)C(C(=O)NC2CCCCC2)c2cn(C)nc2C)cc1 (stereo unspecified),x,-0.6,-1,0,6,-2.2,7,3,-1
COc1ccc(C2C(Oc3ccccc3C)C(=O)N2Cc2ccc(F)cc2)cc1OC (stereo unspecified),0.3,-2.1,-1,5,-3,1.0,-1,0,6
Cc1ccc(-c2ccc(CN3C(C(C)C)C(=O)N(Cc4cn(CCC5OCCO5)nn4)CCS3(=O)=O)cc2)cc1 (stereo unspecified),0.4,-1.7,-2,x,-3,x,28,-13,3
Cc1ccc(S(=O)(=O)N2CCCC(C(=O)NCc3ccco3)C2)cc1Cl (stereo unspecified),-0.9,-1.6,2,-3,13,2.2,-3,8,-1
N#Cc1cccc(C(=O)Nc2cc(S(=O)(=O)N3CCOCC3)ccc2N2CCCC2)c1,-3.0,-2.0,2,7,-7,2.9,6,0,17
CCC1=NN(C(=O)c2ccccc2O)C(O)(c2ccccc2)C1 (stereo unspecified),1.1,-0.8,3,8,-9,-0.4,-3,-5,16
CC1CN(C2CCN(C(=O)c3cccc(Cl)c3)CC2)CC(C)O1 (stereo unspecified),-2.7,-0.6,1,1,-39,-0.5,2,-2,17
Cc1ccc(NC(=O)Cc2ccc(Cl)cc2)nc1,0.4,-5.9,1,4,u,-4.8,5,-2,2
Cc1ccc(NC(=O)CSc2nnc(C)c(=O)n2N)cc1Cl,0.8,-1.1,-1,-6,-6,-1.1,4,-6,7

# Overlap with the part before: 2 compounds, followed by the next part.
SMILES,BioA inh,FadD28 FP inh,FBA Mtb inh,Rv3671c inh,BoNT-F LC inh,Mtb UGM inh,MazEF act,PrPC TRFRET,GDH-TPI counter
Cc1ccc(NC(=O)Cc2ccc(Cl)cc2)nc1,0.4,-5.9,1,4,u,-4.8,5,-2,2
Cc1ccc(NC(=O)CSc2nnc(C)c(=O)n2N)cc1Cl,0.8,-1.1,-1,-6,-6,-1.1,4,-6,7
COc1ccc(Br)cc1CN(C)C(=O)c1ccccc1SCC(=O)N1CCCC1,-1.0,-1.2,1,x,5,x,4,-10,2
CCOC(=O)Cc1nn2c(=O)cc(C)nc2s1,-0.3,-1.4,4,-6,-7,-0.2,24,-2,14
CC1CCCCC1NC(=O)C1Cc2ccccc2CN1S(C)(=O)=O (stereo unspecified),-0.6,-2.3,-1,-3,0,3.4,0,-3,5
COc1ccc(-n2c(SCC(=O)NNC(=O)c3ccc(C)cc3)nnc2-c2ccncc2)cc1,4.1,-0.1,2,5,-2,3.4,-1,3,10
COc1ccc(-c2nn(-c3ccccc3)cc2C(=O)Nc2nccs2)cc1OC,1.3,-4.2,0,-59,2,3.1,-2,-2,4
OC1CNc2c(ccc3ccccc23)C1 (stereo unspecified),x,-2.2,101*,x,-7,x,6,0,7
CCN(CC)c1nc(Nc2ccccc2)nc(Oc2ccc(C(=O)OC)cc2)n1,x,0.2,-3,-16,-13,3.5,2,-4,8
CC12CN3C(O)C(C)(C1)CC(C)(C2)C3O (stereo unspecified),-1.6,-3.1,0,1,-8,1.5,4,-4,7
COc1ccc(Cc2nnc(NS(=O)(=O)c3ccc(NC(C)=O)cc3)s2)cc1,2.5,-6.3,-6,2,1,0.8,3,1,-6
Cn1cnnc1SCC(=O)Nc1ccccc1,-0.7,-3.2,-1,4,-1,0.7,6,11,0
CC(C)(C)C(=O)Nc1cccc2[nH]ncc12,x,-1.7,17,0,-7,1.3,6,-4,16
COc1ccccc1CNC(=O)COC(=O)c1ccc([N+](=O)[O-])o1,-0.5,-3.2,2,-19,-10,-2.6,11,-19,14
CSc1ncnc2c1ncn2CCCNCC(C)c1ccccc1 (stereo unspecified),-1.4,-0.5,7,x,2,x,8,0,13
CCOCCCNC(=O)c1ccccc1NC(=O)C1=C(C)OCCS1,x,-1.5,-2,-1,1,1.1,4,-1,5
COC(=O)c1cc(C(=O)OC)cc(-n2c(C)cc(C(=O)CC#N)c2C)c1,x,-1.1,9,-3,-13,1.7,0,-5,13
COC(CNC(=O)c1ccc(Cn2c(=S)[nH]c3cc4c(cc3c2=O)OCO4)cc1)OC,2.8,-4.5,0,4,-14,-0.8,-1,3,10
C(=N\n1cnnc1)/c1cccs1,-1.7,-2.1,-1,-2,-4,0.2,-5,-5,13
Cc1ccc(NNC(=O)c2snnc2C)cc1Cl,x,-2.8,0,1,-2,-1.9,-3,-3,5
CN(Cc1ccc(F)cc1)C(=O)c1ccc2c(c1)NC(=O)CS2,11,-2.0,0,-6,0,1.8,8,-5,-1
Cc1ccc(S(=O)(=O)N2CCCC2)cc1C(=O)NC1CCCCC1,-1.0,-0.7,-1,-1,9,4.6,4,-1,6

# Compounds above that have an NH in an aromatic ring (three):
SMILES,BioA inh,FadD28 FP inh,FBA Mtb inh,Rv3671c inh,BoNT-F LC inh,Mtb UGM inh,MazEF act,PrPC TRFRET,GDH-TPI counter
CCCOC(=O)/C=C/c1c(C)[nH]c(=O)[nH]c1=O,0.2,-0.7,-5,-10,-6,0.4,3,4,13
CC(C)(C)C(=O)Nc1cccc2[nH]ncc12,x,-1.7,17,0,-7,1.3,6,-4,16
COC(CNC(=O)c1ccc(Cn2c(=S)[nH]c3cc4c(cc3c2=O)OCO4)cc1)OC,2.8,-4.5,0,4,-14,-0.8,-1,3,10

# Other structures.
SMILES,BioA inh,FadD28 FP inh,FBA Mtb inh,Rv3671c inh,BoNT-F LC inh,Mtb UGM inh,MazEF act,PrPC TRFRET,GDH-TPI counter
COc1ccc(-c2cc(N3C(=O)Nc4ccccc4N3O)n[nH]2)cc1,-0.8,-5.1,2,0,2,0.3,-5,-5,4
CCOC(=O)c1[nH]c2ccccc2c1NC(=O)Nc1ccc(OC)cc1,-0.2,-5.0,1,4,-3,0.7,6,6,-9
CN(Cc1ccccc1)C(=O)c1cccc(NC(=O)Cc2ccc(NC(=O)C3CCN(S(=O)(=O)c4cccc([N+](=O)[O-])c4)CC3)cc2)c1,1.2,-2.7,0,x,-1,x,-1,1,-2
CSc1nc(C)cc(OCC(=O)N2CCOCC2)n1,0.3,-1.1,2,-1,-10,-0.6,1,-7,-8
O=C(Nc1cccnc1)C1CCCN(c2ncnc3c2nc2n3CCCCC2)C1 (stereo unspecified),38,-4.6,-1,-4,-1,0.5,4,-1,-3
O=C(Nc1ccccc1Oc1ccccc1)c1cccs1,1.1,-1.7,-1,-1,-10,0.5,-2,-5,1
CCOC(=O)c1ccc2ncc(C(=O)OCC)c(NCCCN3CCOCC3)c2c1,-2.9,-2.0,1,2,4,3.5,-8,-7,6
CC(=O)Nc1ccc(C(=O)N/N=C(\C)CC(=O)Nc2ccc(OCc3ccccc3)cc2)cc1,-2.1,-3.6,-8,-25,-7,1.6,-1,1,3
CCCCn1c(N)c(N(CC)C(=O)c2c(C)noc2C)c(=O)[nH]c1=O,-0.3,-0.8,6,10,2,-0.4,5,-1,15
COc1ccc(OC)c(S(=O)(=O)N2CCC(C(=O)NC3CC3)CC2)c1,-1.5,-3.7,-4,-11,-19,-0.6,9,-5,-8
COC(=O)c1ccccc1NC(=O)C(CCS(C)(=O)=O)NC(C)=O (stereo unspecified),0.8,-0.8,1,2,-14,0.0,8,6,5
CCOC(=O)NC(NC(=S)Nc1ccc(OC)cc1)C(Cl)(Cl)Cl (stereo unspecified),x,-3.3,2,6,-2,-0.5,2,1,6
COc1ccc(NC(=O)CCn2c(=O)c3cccn3c3ccccc32)c(OC)c1,x,-6.0,-1,-5,-5,-2.6,0,17,0
Nc1cccc(CCc2nc3ccccc3[nH]2)c1,-0.5,-1.3,-1,-6,-10,1.6,1,-4,1
COc1ccc(/C=C2\CCC(C3CCCC3)C2=O)cc1OC (stereo unspecified),-1.7,0.1,2,7,1,-1.4,2,7,19
CCOc1ccc(NC(=O)CN2CCN(C3c4ccccc4-c4ccccc43)CC2)cc1,x,-1.7,2,-5,-11,-2.6,-5,-6,16
CCN(CC(=O)NCc1ccc(F)cc1)C(=O)CN1CCN(c2ccccc2OC)CC1,-0.7,-0.7,2,8,-24,-3.2,0,-7,1
NC(=O)c1ccc(=O)n(C2OC(CO)C(O)C2O)c1 (stereo unspecified),-1.6,-1.5,1,x,-5,x,-18,5,9
Cc1ccc(Cn2c(C3CCCN3c3nc(-c4ccc(F)cc4)cs3)nc3cc(C(F)(F)F)ccc32)cc1 (stereo unspecified),-0.5,0.1,4,-16,-13,-1.0,-2,5,6
O=c1c(/C=N/N2CCOCC2)c(O)n(-c2ccccc2)c(=S)n1-c1ccccc1,x,-2.0,-5,2,3,0.3,0,12,21
Cc1ccc2nc(C3CCCN(C(=S)Nc4cccc(C)c4C)C3)[nH]c2c1 (stereo unspecified),2.2,0.1,0,1,-4,1.7,5,-16,6
COC(=O)NCc1ccc(Cl)c(Cl)c1,-1.0,1.6,0,18,5,-0.8,4,13,6
CCn1nc(C)c(CNC(=O)Nc2ccc3c(c2)OCO3)c1C,-1.4,-0.9,1,-4,0,0.4,-2,6,4
CCC(CO)Oc1cc(NCc2cccc(C(F)(F)F)c2)c2ncn(C(C)C)c2c1 (stereo unspecified),-4.2,-1.1,4,-3,-8,4.7,-12,-8,15
COc1ccc(OC)c(NC(=O)COc2ccc(Br)cc2)c1,-0.3,-0.2,2,-2,-22,-0.1,-5,0,3
CC1CC(C)CN(c2nc3c(c(=O)n(C)c(=O)n3C)n2C)C1 (stereo unspecified),2.7,0.7,3,5,-7,1.3,5,-3,15
CC(C)c1ccc2[nH]c3c(c2c1)CCCC3=O,-0.3,-0.4,11,-2,-6,0.8,-3,5,21
C/C(=N/N=C(/N)SCc1ccccc1)C(C)(C)C,x,0.8,0,11,0,-5.0,2,-1,2
COc1cc(C2NCC(c3ccc(Cl)cc3Cl)c3c2[nH]c2ccccc32)cc(OC)c1OC (stereo unspecified),-3.6,-0.1,-2,-2,-12,-3.0,-4,15,5

# High-throughput results (PubChem BioAssay)
